rTrxR1 inhibitor: qHTS Assay for Inhibitors of Mammalian Selenoprotein Thioredoxin Reductase 1 (TrxR1): qHTS; Thioredoxin reductase 1, cytoplasmic (Rattus norvegicus), O89049; recombinant rTrxR1, NADPH fluorescence consumption, selenite substrate; Potency, µM (highest dose often 114 µM), for the others: top-dose activity change, negative = inhibition, most hits filed as inhibitors; actives 1% (n = 390,000); AID 588453, 2011; also: potency is read from the fitted curve at half-maximal effect; % is scaled to controls: 0 for no effect and ±100 for the full control effect; nearly all actives have a fitted effect of over 65% in size
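Rat TrxR1 (90 nM in the dispensed reagent) was pre-reduced with 400 uM NADPH for 5 min at room temperature, then incubated with compound for 15 min. After 400 uM selenite was added, NADPH fluorescence (Ex 340/Em 450 nm) was followed for 8 min.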
TrxR1 substrate: qHTS Assay for Substrates of Mammalian Selenoprotein Thioredoxin Reductase 1 (TrxR1): qHTS; purified TrxR1 substrate turnover, NADPH consumption readout; Potency, µM (highest dose often 114 µM), inactives show at the top dose activity change, negative = substrate turnover; actives 0.01% (n = 390,000); Thioredoxin reductase 1, cytoplasmic (Rattus norvegicus), O89049; also: potency is read from the fitted curve at half-maximal effect; % is scaled to controls: 0 for no effect and ±100 for the full control effect; nearly all actives have a fitted effect of over 50% in size
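Rat TrxR1, dispensed at 90 nM, was prereduced with 400 uM NADPH (final) for 5 min at ~22 deg C, then incubated with compound 15 min before 400 uM selenite. A first-read NADPH fluorescence drop versus no-compound background flagged substrates.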
GLS inh: qHTS for Inhibitors of Glutaminase (GLS); actives 0.21% (n = 410,000); Potency, µM (highest dose often 45.5 µM), without a hit: at the highest dose activity change, negative = inhibition, actives largely listed as inhibitors; AID 624170, 2012; Glutaminase kidney isoform, mitochondrial (Homo sapiens), O94925; GLS enzymatic activity, qHTS titration; also: potency is read from the fitted curve at half-maximal effect; % is scaled to controls: 0 for no effect and ±100 for the full control effect
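hKGA; 45 mM KH2PO4 pH 8.2 + 0.02% Tween-20; cpd via pin tool; 1 mM Gln soln; GluOx/HRP/Amplex Red; RT 30 min; fluor. t0 & final.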
Pin1 inh: qHTS Assay to Find Inhibitors of Pin1. actives 0.009% (n = 390,000). Peptidyl-prolyl cis-trans isomerase NIMA-interacting 1 (Homo sapiens), Q13526. Pin1 FP peptide displacement, HiFluor488, 10 min. Potency, µM (doses to about 115 µM), for inactives: at the top dose activity, negative = inhibition, hits mostly inhibitors. AID 504891, 2011; active = well fitted inhibition curve with a large enough effect in the polarisation, with a control signal flat, not every such curve was filed as active; inconclusive = small, poorly fitted or top-dose-only effect, or effect the other way, or a change in a side signal; inactive = no such curve, though single readings can be large or run the other way; the % refers to the polarisation; also: potency is read from the fitted curve at half-maximal effect; % is scaled to controls: 0 for no effect and ±100 for the full control effect
Tb PGK inh: qHTS Assay to Find Inhibitors of Phosphoglycerate Kinase. Phosphoglycerate kinase, glycosomal (Trypanosoma brucei brucei), P07378. PGK/GAPDH coupled, Kinase-Glo luminescence, 60 min. Potency, µM (doses to about 57.5 µM), inactives show at the highest dose activity change, negative = inhibition, actives largely listed as inhibitors. actives 0.043% (n = 380,000). AID 602233, 2012; also: potency is read from the fitted curve at half-maximal effect; % is scaled to controls: 0 for no effect and ±100 for the full control effect; nearly all actives have a fitted effect of over 60% in size
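Recombinant glycosomal PGK reaction used 1,3-bisphosphoglycerate generated in-well by GAPDH (100nM final) in 100mM TEA pH 7.6, 5mM MgCl2, 0.01% Tween-20. After 60 minutes at room temperature, ATP was read by Kinase-Glo Plus luminescence end-point.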
mIDH1 inhibitor: qHTS for Inhibitors of mutant isocitrate dehydrogenase 1 (IDH1): qHTS; Isocitrate dehydrogenase [NADP] cytoplasmic (Homo sapiens), O75874; IDH1-R132H enzyme, NADPH consumption, diaphorase/resazurin fluorescence; Potency, µM (series often up to 76.6 µM), for the others: at the top dose activity change, negative = inhibition, most hits filed as inhibitors; actives 0.093% (n = 390,000); AID 602179, 2012; also: potency is read from the fitted curve at half-maximal effect; % is scaled to controls: 0 for no effect and ±100 for the full control effect; nearly all actives have a fitted effect of over 65% in size
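IDH1-R132H (0.5 ug/mL dispensed) in pH 7.5 Tris buffer was preincubated 30 min with compound, then given a substrate mix of 0.016 mM NADPH and 2 mM alpha-KG for 80 min at room temperature; remaining NADPH was read by diaphorase/resazurin fluorescence.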
PI4K2A inh: qHTS for small molecular inhibitors of PI4K2A. activity change, negative = inhibition, % at 76.9 µM. AID 1346378, 2018. Phosphatidylinositol 4-kinase type 2-alpha (Homo sapiens), Q9BTU6. purified PI4K2A, ADP-Glo luminescence, 1 h; hits give low values. actives 0.13% (n = 420,000); in the data active = activity change below about -50%; inconclusive = mostly about -30% to -49%;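 also: -100% = wells without enzyme as full effect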
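PI4K2A activity was measured by ADP-Glo luminescence: enzyme (4 ug/mL stock) and phosphatidylinositol (1.2 mM stock) in Tris pH 7.5/MgCl2/EGTA/Triton X-100 buffer were reacted with ATP (300 microM stock) for one hour at ambient temperature.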
USP1-UAF1 inh: Inhibitors of USP1/UAF1: Primary Screen; Ubiquitin carboxyl-terminal hydrolase 1 (Homo sapiens), O94782; recombinant USP1/UAF1, Ub-Rhodamine cleavage fluorescence; Potency, µM (series often up to 57.1 µM), for the others: at the highest dose activity change, negative = inhibition, hits mostly inhibitors; AID 743255, 2014; actives 0.23% (n = 390,000); also: potency is read from the fitted curve at half-maximal effect; % is scaled to controls: 0 for no effect and ±100 for the full control effect; nearly all actives have a fitted effect of over 60% in size; inactives centre near -12
Target sequence (O94782 whole entry, looked up): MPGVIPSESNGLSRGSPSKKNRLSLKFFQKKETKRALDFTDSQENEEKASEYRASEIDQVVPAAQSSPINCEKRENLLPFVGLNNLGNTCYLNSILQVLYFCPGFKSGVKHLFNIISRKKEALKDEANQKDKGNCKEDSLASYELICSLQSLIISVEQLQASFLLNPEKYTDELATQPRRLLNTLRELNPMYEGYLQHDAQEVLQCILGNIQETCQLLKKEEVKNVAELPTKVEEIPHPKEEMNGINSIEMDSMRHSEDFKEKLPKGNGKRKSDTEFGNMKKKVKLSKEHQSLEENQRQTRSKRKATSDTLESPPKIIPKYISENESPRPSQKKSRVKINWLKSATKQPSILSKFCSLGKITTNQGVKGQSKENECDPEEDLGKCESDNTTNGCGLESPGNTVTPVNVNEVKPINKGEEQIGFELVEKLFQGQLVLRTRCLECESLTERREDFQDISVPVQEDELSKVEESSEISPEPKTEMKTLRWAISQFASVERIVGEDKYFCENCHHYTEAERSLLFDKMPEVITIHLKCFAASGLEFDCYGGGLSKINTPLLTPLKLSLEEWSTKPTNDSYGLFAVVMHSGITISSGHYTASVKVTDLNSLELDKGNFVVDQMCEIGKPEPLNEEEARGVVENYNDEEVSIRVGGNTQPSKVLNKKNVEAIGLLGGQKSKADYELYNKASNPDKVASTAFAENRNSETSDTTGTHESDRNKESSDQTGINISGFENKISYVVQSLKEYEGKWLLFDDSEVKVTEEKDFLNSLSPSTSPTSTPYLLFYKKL
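USP1/UAF1 complex at 1 nM was preincubated with compound for 15 min at room temperature, then Ub-Rho substrate (150nM final) was added. Fluorescence (480/540 nm) was read kinetically, 6 reads every 60 seconds.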
HP1b binding inh: HTS for Inhibitors of HP1-beta Chromodomain Interactions with Methylated Histone Tails | actives 0.56% (n = 390,000) | Potency, µM (top dose mostly 114 µM), for the others: at the highest dose activity change, negative = inhibition, actives largely listed as inhibitors | AlphaScreen HP1-beta / biotin-H3K9me3 peptide binding; also: potency is read from the fitted curve at half-maximal effect; nearly all actives have a fitted effect of over 70% in size; inactives centre near 23
Target sequence (P83916 whole entry, looked up): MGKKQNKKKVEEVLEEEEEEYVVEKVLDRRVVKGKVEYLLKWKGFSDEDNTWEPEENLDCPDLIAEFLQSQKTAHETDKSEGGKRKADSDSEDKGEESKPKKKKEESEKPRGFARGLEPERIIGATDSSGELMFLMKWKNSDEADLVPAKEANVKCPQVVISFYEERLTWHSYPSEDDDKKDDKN
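HP1-beta protein (50 nM final) preincubated 30 min at room temperature with biotinylated H3(1-18)K9me3 peptide (50 nM) in PBS pH 7.4, 0.01% Tween-20, then compound added for 30 min. AlphaScreen streptavidin donor/nickel chelate acceptor beads (10 ug/mL final), 30 min dark, luminescence read.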
Numbers without * were called inactive; i = inactive; u = inconclusive; x = not tested or not shown; & = joins results of further samples; [ ] = remark or other dose. Unless noted, calls follow the shape of the dose curve; as a rule, active = well fitted curve in the direction sought with a large enough effect; inconclusive = small, poorly fitted or top-dose-only effect, or another doubt; inactive = no such curve, though single readings can be large; an effect the other way counts as inactive or inconclusive.

Start of the listing, in advance:
Tb PGK inh	Pin1 inh	USP1-UAF1 inh	TrxR1 substrate	GLS inh	HP1b binding inh	mIDH1 inhibitor	canonical_smiles	PI4K2A inh	rTrxR1 inhibitor
0%	2%	-23%	7%	0%	32%	-1%	CN(CCc1ccccn1)C(=O)CCC1CCCN(C(=O)c2n[nH]c3c2CCCC3)C1 (stereo unspecified)	3	36%
3%	-1%	-14%	2%[57.1 µM]	0%	15%	-3%	CCCNC(=O)Cn1c(=O)cc(C)c2c(C)nn(-c3cccc(F)c3)c21	-5	17%[57.1 µM]

This part in full, repeating the preview:
Tb PGK inh	Pin1 inh	USP1-UAF1 inh	TrxR1 substrate	GLS inh	HP1b binding inh	mIDH1 inhibitor	canonical_smiles	PI4K2A inh	rTrxR1 inhibitor
0%	2%	-23%	7%	0%	32%	-1%	CN(CCc1ccccn1)C(=O)CCC1CCCN(C(=O)c2n[nH]c3c2CCCC3)C1 (stereo unspecified)	3	36%
3%	-1%	-14%	2%[57.1 µM]	0%	15%	-3%	CCCNC(=O)Cn1c(=O)cc(C)c2c(C)nn(-c3cccc(F)c3)c21	-5	17%[57.1 µM]
-9%	-7%	-21%	6%	7%	3%	2%	COc1cccc(S(=O)(=O)Nc2cccc(C(=O)N3CCCCCC3)c2)c1	-3	10%
-5%	-3%	-21%	2%	-8%	62%[activator]	3%	CC1CCCCN1C(=O)c1ccc(C(=O)Nc2ccc(F)cc2)cc1 (stereo unspecified)	5	12%
-9%	1%	-8%	5%[57.1 µM]	3%	7%	7%	O=C1c2ccncc2C(=O)N1C1CCCCC1	2	6%[57.1 µM]
0%	-5%	-23%	14%[57.1 µM]	12%	34%	-4%	c1ccc(-c2cc3ncccc3cn2)cc1	-4	1%[57.1 µM]
6%	5%	-19%	2%	1%	20%[57 µM]	-6%	COc1ccc(CNC(=O)c2ccc(CS(=O)(=O)c3ccc(C)cc3)o2)cc1	-7	11%
4%	4%	-3%	0%	0%	0%	13%	CCOc1ccc(S(=O)(=O)N2CCCC(C(=O)N3CCN(CC)CC3)C2)cc1Cl (stereo unspecified)	-1	3%
0%	4%	5%	-10%	1%	2%	1%	CCOC(=O)C1CCN(Cc2ccc(OC)c(OCc3ccccc3)c2)CC1	-3	-13%
i	17%	-28%	-3%	-7%	0%	-8%	CCCC1=Nc2cc(C(=O)N3CCN(c4ccccn4)CC3)ccc2Sc2ccc(C)cc21	-3	12%
-5%	x	-18%	x	-5%	x	2%	C[C@@H]1CN([C@H](C)CO)C(=O)CCCn2nncc2CO[C@H]1CN(C)Cc1ccccc1C(F)(F)F	-1	x
-2%	14%	-25%	2%	-4%	21%	-9%	CC(C)n1nc(C(=O)Nc2cccc(S(=O)(=O)N3CCCCC3)c2)c2ccccc2c1=O	9	20%
2%	1%	-17%	1%	-13%	12%	-10%	COc1ccc(OCCNC(=O)c2ccc(C)cc2)cc1	-3	-23%
3%	-2%	-2%	-3%	19%	31%	-9%	CC(=O)Nc1ccc(C(=O)N2CCc3cc4c(cc3C2C)OCCCO4)cc1 (stereo unspecified)	-1	-7%
-8%	-4%	-9%	-5%[57.1 µM]	-6%	80%[activator]	8%	COc1ccc(C(CNC(=O)c2ccc(S(=O)(=O)N3CCCC3)cc2)N2CCOCC2)cc1 (stereo unspecified)	-2	26%[57.1 µM]
i	-2%	-4%	-6%	-2%	26%	8%	CCOC(=O)c1cc2c(=O)n3cccc(C)c3nc2n(Cc2ccco2)c1=NC(=O)c1ccc(C)cc1	4	-11%
-8%	u	-18%	10%[57.1 µM]	u	-2%	-3%	O=C(O)c1cccc(N/N=C/c2cn(-c3ccccc3)nc2-c2cccs2)c1	4	-36%
-6%	16%	-4%	1%[57.1 µM]	1%	4%	18%	Cc1c(Cl)cccc1Nc1nn2c(=O)c3ccccc3nc2s1	2	20%[57.1 µM]
-5%	-1%	-4%	12%[57.1 µM]	0%	-6%	-5%	CC(C)(C)N1CC(C(=O)Nc2ccc(S(=O)(=O)N3CCCCC3)cc2)CC1=O (stereo unspecified)	-7	27%[57.1 µM]
-2%	-4%	-2%	-8%	13%	6%	8%	CCN(C(=O)COC(=O)CNC(=O)c1ccc2ccccc2c1)c1c(N)n(Cc2ccccc2)c(=O)[nH]c1=O	1	-9%
-3%	-10%	-6%	-3%	-1%	12%	7%	CCCCc1nc2ccccc2c(C(=O)O)c1C	1	0%
1%	-1%	-19%	-1%	0%	24%	0%	O=C1/C(=C/c2cccs2)SC(=S)N1c1ccccc1	-11	9%
2%	6%	-5%	0%	0%	2%	-8%	COc1ccc(C(=O)C2CCCN(C(=O)c3ccoc3C)C2)cc1F (stereo unspecified)	1	3%
i	-9%	-16%	-8%	-5%	18%	-11%	COc1ccc(Cl)cc1S(=O)(=O)N1CCC(C(=O)NCCc2ccccc2)CC1	-12	4%
-8%	-10%	-10%	0%	-21%	32%	8%	CCCOC1CCCN(C(=O)c2ccc(OC3CCN(Cc4ccccn4)CC3)cc2)C1 (stereo unspecified)	9	-8%
-3%	1%	-5%	8%[57.1 µM]	8%	18%	-4%	O=C(Cc1ccc(Cl)cc1)NNC(=O)Nc1cccc2ccccc12	4	5%[57.1 µM]
0%	-5%	-15%	-1%	9%	-3%	3%	COc1ccc(Nc2ncnc3c2c(C)c(C)n3CCCN(C)C)cc1	-14	2%
-9%	1%	-5%	-1%[57.1 µM]	2%	3%	3%	O=C(COc1ccccc1F)OCc1cc(=O)n2nc(C3CC3)sc2n1	-5	2%[57.1 µM]
-10%	1%	1%	3%	-1%	29%	5%	COc1cc(C)nc(N2CCCC(C(=O)NC3CCC(C)CC3)C2)n1 (stereo unspecified)	-2	1%
-9%	3%	-4%	-10%	10%	16%	-4%	Cc1ccc2c(c1)nnn2C1CCN(CC(=O)N(c2ccccc2)c2ccccc2)CC1	-1	6%
-2%	-9%	-16%	15%	1%	46%[activator]	1%	CN1c2ccccc2C(=O)/C(=C\Nc2ncccn2)S1(=O)=O	5	u
4%	32%[activator]	-16%	0%[57.1 µM]	2%	30%	-7%	Cc1cnc(=O)[nH]c1SCC(=O)Nc1nc2ccccc2s1	-4	4%[57.1 µM]
-4%	u	-14%	7%[0.457 µM]	1%	u	16%	COc1ccc(OC)c(NCc2cccn2-c2nnc(N3CCC(C)CC3)s2)c1	4	-23%
-2%	-1%	u	4%	-23%	23%	-31%	Cc1ccc(CSc2nc(-c3ccccc3C)nc3c2Cc2c(CO)cnc(C)c2O3)cc1	-4	8%
23%	-1%	-13%	3%	2%	-14%	7%	O=S(=O)(c1cccc2nsnc12)N1CCc2ccccc21	-1	21%
-6%	-16%	-24%	4%	41%[activator]	17%	13%	Nc1cccc2cnccc12	-4	3%
8%	3%	-3%	-1%	8%	18%	1%	Cn1c(N)c(C(=O)COC(=O)c2ccc(Cl)c(S(=O)(=O)N3CCCCC3)c2)c(=O)n(C)c1=O	1	10%
-7%&-8%	0%&3%	-13%&-13%	-5%&-1%	-2%&-1%	21%&48%	-1%&-1%	Cn1c(=O)oc2cc(S(=O)(=O)N3CCC(C(=O)NCc4ccc(F)cc4)CC3)ccc21	2&-1	4%&22%
-5%	-2%	-18%	5%	6%	32%	5%	Cc1c(C(=O)C(=O)N2CCN(Cc3ccc4c(c3)OCO4)CC2)c2ccccc2n1C	-2	16%
-5%	50%[activator]	-7%	6%[57.1 µM]	-1%	u	2%	Cc1nn(-c2ccccc2)c(C)c1/C=N\N1CCN(c2ccc(Cl)cc2)CC1	10	18%[57.1 µM]
-6%	4%&8%	1%	-2%&1%	2%	16%&35%	5%	Cc1cc(CNC(=O)C2(C(F)(F)F)C/C(=C\CCO)CCCO2)nn1C (stereo unspecified)	-1	-4%&-1%
3%	-2%	-22%	2%	0%	34%	-3%	O=C(c1ccoc1)N1CCC(CO)(CCc2ccccc2)CC1	-2	22%
4%	-11%	-6%	6%[57.1 µM]	-4%	42%[activator]	-1%	COc1ccc(S(=O)(=O)N2CCOCC2)c(Cl)c1Cl	-1	1%
-3%	16%	-17%	-3%	-5%	17%	1%	COc1cccc(N2CCN(C(=O)c3cc4c(s3)CCCCC4)CC2)c1	4	-14%
-8%	26%	-5%	4%	2%	-2%	0%	c1ccc(CCn2nnnc2C(c2cccs2)N2CCN(Cc3ccc4c(c3)OCO4)CC2)cc1 (stereo unspecified)	-7	21%
3%	-2%	-8%	-2%	3%	u	-11%	C=CCc1cc(C)ccc1OCCOCCN1CCN(C)CC1	-1	3%

High-throughput results as filed in PubChem.

Not all compounds are listed; count on the stated rates, not on these rows.
